CHRM4 PAM = positive allosteric modulators of human muscarinic M4 receptor; 360,000 compounds, 0.4% hits; activation, % at 3 µM; CHO-K1 hM4/Gqi5, Fluo-8 calcium fluorescence, ACh EC20; 0% = ACh EC20, 100% = maximal ACh; P08173;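 active means activation above its plate's cutoff, the mean activation of sample wells plus 3 SD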; further: some results filed as inactive read as strong as hits
CHRM1 PAM = positive allosteric modulators of human M1 muscarinic receptor | P11229 | CHO-K1 hM1, Fluo-8 calcium fluorescence, ACh EC20; 0% = ACh EC20, 100% = maximal ACh | activation, % at 3 µM | 360,000 compounds, 0.088% hits | AID 588819; in the data active means activation above about 19%, passing the limit was not always enough
Target sequence (P11229 whole entry, looked up): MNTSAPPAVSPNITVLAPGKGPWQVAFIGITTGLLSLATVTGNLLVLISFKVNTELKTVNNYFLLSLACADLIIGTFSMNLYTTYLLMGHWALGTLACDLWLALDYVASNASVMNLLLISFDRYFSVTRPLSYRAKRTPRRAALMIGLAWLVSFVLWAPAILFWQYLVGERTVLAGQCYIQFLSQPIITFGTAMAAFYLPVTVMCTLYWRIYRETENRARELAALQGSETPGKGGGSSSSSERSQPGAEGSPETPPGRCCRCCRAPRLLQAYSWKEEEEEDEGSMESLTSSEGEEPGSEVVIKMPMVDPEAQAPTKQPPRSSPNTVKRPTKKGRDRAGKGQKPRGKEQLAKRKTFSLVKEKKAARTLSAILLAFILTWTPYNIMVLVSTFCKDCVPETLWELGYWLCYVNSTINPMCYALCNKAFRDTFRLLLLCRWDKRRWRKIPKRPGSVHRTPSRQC
CRFBP-R2 agonist = agonists of human CRF-binding protein/CRF-R2 receptor complex. 350,000 compounds, 0.46% hits. activation, % at 13.2 µM. AID 588473. HEK293 CRF-R2/CRF-BP, calcium dye fluorescence (FLIPR); percent of saturating CRF peptide response;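 active means activation of at least 50%, plus an integration ratio under a set limit after plate pattern correction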;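 further: plate controls were neutral control wells without compound for no effect and CRF at EC100 for full effect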
CRFR2-BP antag = CRF-BP/CRF-R2 complex antagonism. HEK293 CRF-R2/CRF-BP, CRF-induced calcium fluorescence. inhibition, % at 11.8 µM. 350,000 compounds, 0.59% hits;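 active means inhibition of the ligand-induced calcium signal above about 50% at the single tested concentration, limit read from the data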
M4 antag = blocks acetylcholine activation of human M4 receptor; CHO-hM4 cells, ACh EC80, Fluo-8 calcium fluorescence; 360,000 compounds, 0.73% hits; inhibition, % at 3 µM; AID 624125; P08173;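 active means inhibition above its plate's cutoff, the mean inhibition of sample wells plus 3 SD, cut at about 27% in these data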;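 further: 0% = acetylcholine EC80 with DMSO and 100% = DMSO without agonist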
CHRM5 PAM = potentiates acetylcholine response at human M5 receptor; CHO-K1 hM5, Fluo-8 calcium, ACh EC20 PAM; 0% = ACh EC20, 100% = ACh EC100; P08912; activation, % at 3 µM; 360,000 compounds, 0.3% hits;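 active means activation above the run cutoff, the mean activation of all test compounds plus 3 SD, cut at about 18% in these data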
Target sequence (P08912 whole entry, looked up): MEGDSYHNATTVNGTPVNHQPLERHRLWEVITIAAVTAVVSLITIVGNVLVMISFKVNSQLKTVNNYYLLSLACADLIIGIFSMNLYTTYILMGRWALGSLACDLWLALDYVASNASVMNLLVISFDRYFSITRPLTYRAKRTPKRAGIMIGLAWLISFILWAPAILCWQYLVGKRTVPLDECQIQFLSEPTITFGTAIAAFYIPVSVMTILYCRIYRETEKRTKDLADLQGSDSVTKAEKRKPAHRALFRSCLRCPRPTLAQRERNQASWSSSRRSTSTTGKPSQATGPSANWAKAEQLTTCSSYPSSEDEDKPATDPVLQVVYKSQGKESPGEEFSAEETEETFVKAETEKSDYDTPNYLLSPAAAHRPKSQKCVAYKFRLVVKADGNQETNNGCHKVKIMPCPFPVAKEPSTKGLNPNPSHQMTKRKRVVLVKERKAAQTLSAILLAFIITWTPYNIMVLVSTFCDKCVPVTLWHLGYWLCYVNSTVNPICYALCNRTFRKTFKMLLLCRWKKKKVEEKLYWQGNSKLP
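Test system: CHO-K1 hM5 cells / Doses: single-point, 3 µM nominal / Times: Post-acetylcholine fluorescence recording 140 s / Technique: Fluo-8 calcium fluorescence / Measure: Max/basal fluorescence ratio as % of EC20–EC100 ACh window / Benchmarks: low control EC20 acetylcholine (0%), high control EC100 acetylcholine (100%) / Replicates: one well per compound, no replicates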
M5 ag = CHRM5 agonism in calcium assay; P08912; CHO-K1 hM5 cells, Fluo-8 calcium fluorescence; 0% DMSO wells, 100% maximal acetylcholine response; activation, % at 3 µM; 360,000 compounds, 0.19% hits;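 active means activation above the run's mean over test compounds plus 3 SD, cut at about 23% in these data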;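 further: signal is peak over basal fluorescence ratio across the kinetic read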
M4 ag = agonists of human muscarinic M4 receptor (CHRM4) | CHO-K1 hM4/Gqi5, Fluo-8 calcium fluorescence; vehicle 0%, full acetylcholine response 100% | activation, % at 3 µM | 360,000 compounds, 0.14% hits | AID 624127;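 active means activation above the run mean over all test wells plus 3 SD, cut at about 32% in these data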;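 further: peak over basal fluorescence ratio per well then scaled between controls; 0% = DMSO wells and 100% = acetylcholine at EC100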
CHRM5 antagonist = blocks acetylcholine activation of human M5 receptor | P08912 | CHO-hM5 cells, Fluo-8 calcium fluorescence, ACh EC80 | inhibition, % at 3 µM | 360,000 compounds, 0.59% hits | AID 624040;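 active means inhibition above a per-plate cutoff, the mean of that plate's test compounds plus 3 SD, cut at about 27% in these data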;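 further: 0% = acetylcholine EC80 with DMSO and 100% = DMSO without agonist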
An asterisk follows results filed as active; / = no result given.

SMILES | CHRM4 PAM | CHRM1 PAM | CRFBP-R2 agonist | CRFR2-BP antag | M4 antag | CHRM5 PAM | M5 ag | M4 ag | CHRM5 antagonist
CCCn1c(SC(C)C(=O)NC2CC2)nnc1-c1ccncc1 (stereo not given) | 8.8 | 2.9 | -0.7 | -0.5 | 5.0 | -6.3 | -0.8 | -0.5 | 11.4
COc1ccc(Cl)cc1-c1cc(C(=O)NCc2cccc(Cl)c2)[nH]n1 | -4.6 | -4.1 | / | / | 0.9 | -6.3 | -1.1 | 1.6 | 11.7
CN1CCN(c2ccccc2NC(=O)c2ccc([N+](=O)[O-])cc2Cl)CC1 | -1.0 | 3.5 | -1.7 | -13.8 | 3.1 | 1.2 | -4.5 | 1.4 | 2.9
COCCN(Cc1ccccc1)P(=O)(O)c1ccccc1OCC(=O)O | 15.4 | 11.2 | -4.3 | -4.0 | -2.0 | 7.6 | 0.2 | 2.0 | -6.9
COc1cccc(NS(=O)(=O)c2c(C)nc3sccn3c2=O)c1 | 12.8 | 8.7 | 11.6 | -11.8 | -8.0 | 1.2 | 1.7 | 4.3 | 1.2
CCOC(=O)CSc1nc2c(sc(=S)n2-c2ccccc2)c(=O)[nH]1 | -1.8 | -3.7 | -1.0 | 14.2 | 15.8 | 4.5 | -1.5 | -0.7 | -1.4
COc1ccccc1N1CCN(C(=O)c2ccc3c(c2)CCN3S(C)(=O)=O)CC1 | -0.2 | 5.2 | -0.7 | -8.7 | -5.3 | -7.7 | -2.6 | 3.5 | 6.3
Cc1cccc(CNC(=O)c2ccccc2N)c1 | -2.0 | 3.5 | -0.7 | 2.4 | 11.7 | -7.5 | -0.1 | 1.7 | 8.3
CC(NC(=O)Nc1ccccc1)C(c1cccs1)N1CCN(c2ccccc2)CC1 (stereo not given) | 2.1 | -0.7 | -4.5 | -31.9 | -11.7 | -0.8 | -0.8 | 1.0 | -3.9
COc1ccc(CC(=O)Nc2nc(OCCN3CCCC3=O)cnc2-c2cccc(C(F)(F)F)c2)cc1 | -0.6 | -1.9 | / | / | -3.8 | -3.6 | -0.6 | 4.1 | 0.5
O=C(CSc1n[nH]c(-c2ccccc2F)n1)NCC(=O)Nc1ccc(F)c(F)c1F | 1.4 | 11.7 | -1.1 | -10.8 | -10.5 | -1.6 | 1.0 | 1.1 | 8.0
O=C(CN1C(=O)/C(=C/c2ccccc2Cl)SC1=S)NC1C=CS(=O)(=O)C1 (stereo not given) | 0.2 | -7.1 | -0.7 | -2.6 | -5.7 | -5.0 | -3.2 | 5.2 | 2.7
Cc1ccc(C(c2sc3ncnn3c2O)N2CCC(C)CC2)cc1 (stereo not given) | 7.1 | 7.7 | 0.1 | -18.4 | -6.1 | -0.8 | 1.1 | 1.1 | -3.1
Cc1ccc2c(c1)P(=O)(O)c1cc(C)ccc1O2 | -1.6 | 5.6 | -1.0 | 3.5 | 0.3 | -7.1 | 1.9 | -0.3 | 8.8
O=S(=O)(c1ccc(S(=O)(=O)N2CCCC2)cc1)N1CCCCCC1 | -8.4 | 10.9 | 2.4 | -8.2 | 3.4 | -7.2 | -0.2 | -0.2 | 3.6
O=C1/C(=C/c2ccccc2)CCc2ccc(Cl)nc21 | -0.3 | 5.9 | -3.3 | -38.0 | -3.1 | 5.4 | -4.3 | -1.1 | 15.1
COc1ccc(/C=C2\N=C(c3ccc(C)cc3)OC2=O)cc1 | 3.0 | 4.8 | 3.8 | 29.2 | 9.1 | -4.3 | -3.5 | -0.6 | 21.2
CC(=O)c1sc(Nc2nc3ccc(F)cc3s2)nc1C | -3.0 | -6.8 | -0.9 | -29.9 | -1.9 | -11.3 | -5.6 | 4.5 | -1.1
CC(=O)Nc1ccc(C(=O)N2CCCC(c3cc(C(=O)NCc4ccc(F)cc4)no3)C2)cc1 (stereo not given) | -0.6 | 3.7 | / | / | -10.6 | -1.7 | 0.7 | 0.7 | 1.0
Cc1cccc(C2c3[nH]c4ccccc4c3CCN2C(=O)c2noc3c2CCCC3)n1 (stereo not given) | 1.2 | 8.4 | 2.4 | -7.9 | -0.1 | -3.0 | -6.9 | 0.6 | 5.7
O=C(Cn1c(=O)oc2ccccc21)NCC1COc2ccccc2O1 (stereo not given) | -4.5 | 7.6 | 2.7 | -4.5 | -5.3 | -4.5 | -0.8 | 2.8 | 9.3
Cc1ccc(NC(=O)CCn2cccc2)cc1 | 4.3 | 9.6 | -1.3 | -11.8 | -2.0 | -0.7 | -1.5 | 0.4 | -2.5
O=C(O)CC12CC3CC(C1)CC(n1ncc(NCc4ccco4)c(Cl)c1=O)(C3)C2 | -2.1 | 2.9 | -2.5 | -4.1 | 0.6 | 1.1 | -1.6 | 0.4 | 10.5
COc1ccc2nc(SCC(=O)O)nc(C)c2c1 | -2.9 | 7.9 | 0.2 | 3.9 | -5.3 | -10.2 | -5.1 | 0.8 | 1.3
C/C(N)=C(/C#N)C(=O)COC(=O)c1cc(-c2cccc(Br)c2)nc2ccccc12 | 0.4 | 9.0 | 7.6 | -10.9 | -12.1 | 2.5 | -1.2 | 0.3 | 1.0
Cc1ccnc(SCc2cc(=O)c(OC(=O)c3ccc(S(=O)(=O)N(C)C)cc3)co2)n1 | 8.0 | -2.3 | 0.5 | -5.3 | 17.5 | -5.5 | -2.3 | 2.1 | 5.4
COc1ccc(C(=O)c2ccccc2Cl)cc1OC | 12.2 | 1.8 | -2.6 | -7.2 | 2.8 | 8.0 | -1.3 | 1.5 | 0.0
Cc1cccc(NC(=O)NNC(=O)c2cc(-c3ccccc3Cl)nc3ccccc23)c1 | -7.4 | -7.4 | 0.7 | -3.6 | 5.0 | -12.0 | -3.8 | 6.1 | -1.7
O=C(Nc1ccccc1C(F)(F)F)c1ccc2nccnc2c1 | 2.1 | 3.2 | -0.1 | -0.2 | -5.8 | 4.8 | 1.5 | 1.1 | -13.7
CCN(CC)c1ccc(/C=N/N2C(=O)c3ccccc3C2=O)cc1 | 1.2 | 7.3 | -2.6 | 0.0 | -5.3 | -0.8 | -3.5 | 1.4 | -3.3
CC1(C)CC(=O)C2=C(C1)NC(Nc1nc3ccccc3o1)=NC21CCCC1 | 1.2 | 7.0 | 0.7 | -7.0 | -0.6 | -2.1 | 0.0 | -0.2 | 7.5
Cc1onc(C(=O)Nc2sc3c(c2C#N)CCCC3)c1[N+](=O)[O-] | -0.4 | 10.0 | 1.7 | -12.6 | 1.1 | 6.5 | -0.2 | 0.4 | -4.0
O=C(Nc1ccccc1)C1CC(=O)N(c2ccc3c4c(cccc24)CC3)C1 (stereo not given) | 3.3 | 3.4 | 0.3 | -35.6 | 5.0 | -8.0 | -1.6 | 6.1 | 4.9
Cc1ccc(NC(=O)CN2C(=O)S/C(=C\c3cccn3-c3cccc(C(=O)O)c3)C2=O)c(C)c1 | 2.7 | 0.2 | 1.2 | 13.6 | 5.8 | -1.1 | -2.6 | 0.2 | -14.0
Cc1ccc(C(C)C)c(OCC(=O)Nc2ccc3c(c2)nc(CN2CCCC2)n3C)c1 | -8.1 | -4.7 | -1.9 | -9.0 | 2.7 | -4.7 | -8.8 | 3.7 | 9.4
CN1CCN(c2ccc(-c3cc(NC=O)c4ncc(-c5ccc(F)c(Cl)c5)n4c3)cc2)CC1 | -2.6 | 4.2 | / | / | -7.8 | -4.6 | -1.0 | 3.6 | 3.2
COc1ccccc1NC(=O)CNC(=O)Cn1cnc2sc(C)c(C)c2c1=O | -0.2 | 1.0 | -0.1 | 8.5 | 3.9 | 9.2 | 0.9 | 1.7 | -5.4
Cc1oc(C)c(C(N)=O)c1C(N)=O | 7.6 | 7.2 | 1.1 | 1.3 | -5.3 | 0.9 | 2.3 | 0.4 | 0.2
COc1ccc(OCC(=O)N(C)Cc2ccccc2)cc1 | -6.0 | 5.3 | -2.8 | 22.6 | 12.8 | 1.1 | -2.3 | 0.2 | -2.5
O=C(CCNc1ccc(F)cc1)c1ccco1 | 5.7 | 7.2 | -1.1 | 5.8 | 2.5 | -3.6 | -2.0 | 0.7 | -0.1
COc1ccc(-c2noc(CCC(=O)Nc3ccc(C)c(C)c3)n2)cc1 | -2.0 | -5.1 | 0.1 | 1.0 | -5.5 | -8.9 | 1.8 | 6.5 | 11.1
CC(=O)Nc1ccc(NC(=O)C(C)OC(=O)C(C)SCC(=O)Nc2ccc(F)cc2)cc1 (stereo not given) | 3.0 | 1.2 | -0.1 | -10.6 | -2.6 | -3.5 | 1.6 | 0.8 | -1.1
O=C(Nc1c(F)c(F)c(F)c(F)c1F)NC1CCCCC1 | 14.1 | 7.5 | 0.1 | 7.7 | -3.5 | 2.5 | 0.1 | 0.2 | -2.7
Cc1ccc(C)c(N2N=C(C(=O)OCc3nnc(-c4ccccc4)o3)CCC2=O)c1 | 0.9 | 5.3 | -0.5 | -15.4 | -13.0 | 11.0 | -2.0 | 4.4 | -10.8
Cc1sc2nc3n(c(=O)c2c1C)CCCCC3 | -0.3 | 4.8 | -2.5 | 5.0 | 12.5 | 1.2 | -6.3 | -0.5 | -5.1
COC(=O)Cn1c(C)nc2ccccc21 | -0.1 | 8.9 | 1.4 | -20.5 | -7.6 | 14.2 | -0.7 | 0.3 | 3.3
CCOC(=O)C1CCN(C(C(=O)Nc2ccc3c(c2)OCCO3)c2ccccc2)CC1 (stereo not given) | -5.5 | 0.1 | 0.5 | 30.9 | -0.9 | 5.1 | -1.9 | 0.8 | 1.1
O=S(=O)(c1ccccc1)c1nc(-c2ccco2)oc1N1CCCCC1 | 0.1 | 3.3 | 0.0 | 11.8 | 0.8 | 6.7 | 2.8 | 1.4 | -12.3
CCc1nnc(NC(=O)C2Cc3ccccc3C(=O)O2)s1 (stereo not given) | -0.5 | 2.0 | 11.2 | -41.5 | -4.0 | -3.8 | -1.0 | 12.5 | 5.4
CN1CC2([N+](=O)[O-])CC=C(Oc3ccccc3)C([N+](=O)[O-])(C1)C2 (stereo not given) | 11.8 | 7.0 | 0.1 | -53.8 | -12.9 | 4.1 | 3.7 | 2.1 | -4.4

Quoted from the listing.
In M5 ag, CCOC(=O)C1CCN(C(C(=O)Nc2ccc3c(c2)OCCO3)c2ccccc2)CC1 (stereo not given) has -1.9
In CHRM5 antagonist, CCc1nnc(NC(=O)C2Cc3ccccc3C(=O)O2)s1 (stereo not given) has 5.4

Carrying on:
SMILES | CHRM4 PAM | CHRM1 PAM | CRFBP-R2 agonist | CRFR2-BP antag | M4 antag | CHRM5 PAM | M5 ag | M4 ag | CHRM5 antagonist
O=C(C(Sc1ccccc1)c1ccc(Br)cc1)N1CCOCC1 (stereo not given) | 8.5 | 11.0 | -1.2 | 6.3 | -12.0 | 5.1 | -4.5 | 2.1 | -7.1
COc1cc(C(=O)N2CCN(CCCc3ccccc3)CC2)cc(OC)c1OC | -4.6 | 2.1 | -1.5 | -0.8 | -8.2 | 0.5 | 0.4 | 6.3 | 2.6
COC(=O)c1ccc(OC(=O)c2ccco2)cc1 | 0.2 | 6.6 | 1.1 | 4.8 | 4.7 | -3.3 | -1.0 | -0.6 | 1.6
CCCNC(=O)C1(C)CCCN(Cc2ccccc2-c2ccccc2)C1 (stereo not given) | 3.5 | 1.4 | / | / | -9.1 | -2.8 | -3.0 | -1.0 | -15.7
Cn1c(SCc2ccc(Cl)cc2)nnc1C1CC1 | -3.0 | 4.8 | -1.9 | -20.6 | 4.2 | -1.1 | -2.6 | 1.2 | -18.6

An unsorted share of the library; about 2.6% have a hit in one of these screens.
